HCMV inh = blocks human cytomegalovirus replication; HFF cells, HCMV-luciferase reporter, 72 h; stronger effect = lower value; activity change, negative = inhibition, % at 57.5 µM; actives 4.5% (n = 410,000); in the data active means activity change below about -60%; inconclusive means no clear call, values can overlap the other calls; inactive means above about -39%; further: on the % scale 0 is the no-effect control and ±100 the full control effect
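After 16 h attachment at 37C, HFF cells received test compound and HCMV-luciferase (1 PFU/cell); reporter luminescence read 72 h later, data normalized against buffer-only and known inhibitor Salinomycin.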
AmpC inh no detg = AmpC beta-lactamase inhibition without detergent; P00811; AmpC nitrocefin hydrolysis, absorbance 480 nm, 0.0001% Triton; Potency, µM (series often up to 57.1 µM), for inactives: at the highest dose activity change, negative = inhibition, hits mostly inhibitors; actives 0.52% (n = 330,000);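 further: potency means the concentration at half of the fitted maximal effect; plate controls were no compound for no effect and no enzyme for full effect; nearly all actives have a fitted effect of over 20% in size; some results filed as inactive show a strong effect at the top dose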
Target sequence (P00811 whole entry, looked up): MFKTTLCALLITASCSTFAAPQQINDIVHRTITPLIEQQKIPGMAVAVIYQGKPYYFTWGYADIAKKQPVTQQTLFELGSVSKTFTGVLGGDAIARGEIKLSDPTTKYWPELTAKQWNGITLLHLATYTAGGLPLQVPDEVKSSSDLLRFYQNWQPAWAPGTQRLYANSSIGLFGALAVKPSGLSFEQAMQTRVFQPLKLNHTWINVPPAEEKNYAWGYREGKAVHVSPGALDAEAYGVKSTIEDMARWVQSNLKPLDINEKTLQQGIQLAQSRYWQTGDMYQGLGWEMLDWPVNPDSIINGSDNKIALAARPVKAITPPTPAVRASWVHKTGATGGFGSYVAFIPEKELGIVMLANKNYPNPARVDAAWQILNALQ
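AmpC (5.3 nM in the dispensed reagent) in 20 mM phosphate pH 7.0 with 0.01% (detergent screen) or 0.0001% Triton X-100 was preincubated with compounds for 15 min at room temperature. Nitrocefin was then added from an 800 uM solution, and hydrolysis was followed at 480 nm.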
Giardia FBPA inh = blocks Giardia fructose-bisphosphate aldolase activity. A8B2U2. purified Giardia FBPA. Potency, µM (highest dose often 59.6 µM), for the others: at the highest dose activity, negative = inhibition, most hits filed as inhibitors. actives 0.71% (n = 290,000); further: potency means the concentration at half of the fitted maximal effect; on the % scale 0 is the no-effect control and ±100 the full control effect; nearly all actives have a fitted effect of over 55% in size
Target sequence (A8B2U2 whole entry, looked up): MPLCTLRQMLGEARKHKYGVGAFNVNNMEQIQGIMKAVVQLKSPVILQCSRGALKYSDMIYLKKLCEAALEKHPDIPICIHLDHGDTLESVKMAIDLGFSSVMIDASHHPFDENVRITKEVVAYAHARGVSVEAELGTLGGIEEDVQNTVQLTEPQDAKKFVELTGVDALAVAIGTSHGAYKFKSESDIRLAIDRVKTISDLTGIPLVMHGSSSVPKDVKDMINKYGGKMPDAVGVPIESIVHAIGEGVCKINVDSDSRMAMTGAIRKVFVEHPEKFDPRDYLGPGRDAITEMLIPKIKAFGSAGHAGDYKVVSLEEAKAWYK
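Giardia FBPA (40 nM reagent) was preincubated 10 min at RT with compound (up to 57.5 uM final), then substrate plus GAPDH/TPI/NAD/arsenate coupling system with diaphorase/resazurin was added; resorufin fluorescence (525/598 nm) was read after 20 min.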
AMA1 RON2 block = AMA1-RON2 (P. falciparum) interaction inhibition; Potency, µM (highest dose often 58.2 µM), for the others: at the highest dose activity change, negative = inhibition, hits mostly inhibitors; AlphaScreen AMA1-biotinylated RON2 peptide binding; actives 0.2% (n = 360,000); AID 720542;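 further: potency means the concentration at half of the fitted maximal effect; 0% = vehicle wells and -100% = peptide control; nearly all actives have a fitted effect of over 45% in size; some results filed as inactive show a strong effect at the top dose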
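AMA1 (3D7) with his tag at 25 nM final met compounds first, then biotinylated RON2 peptide at 25 nM; detection used donor plus acceptor beads, 10 µg/mL apiece, read by AlphaScreen after 30 min at room temperature.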
Cycloheximide cs = counter-screen hit for Shiga toxin inhibitors, cycloheximide. cell reporter, cycloheximide protein synthesis inhibition counterscreen. max response, %. actives 12% (n = 300,000). AID 2314; in the data active means max response mostly above about 13%, no sharp cut-off; inactive means mostly below about 14%; further: read at 38.3 µM for the half of the compounds with a filed dose; 0% is about no effect
AmpC inh detg = blocks E. coli AmpC beta-lactamase in detergent assay; P00811; AmpC hydrolysis of nitrocefin, absorbance 480 nm, 0.01% Triton; Potency, µM (highest dose often 114 µM), without a hit: at the highest dose activity change, negative = inhibition, hits mostly inhibitors; actives 0.041% (n = 370,000);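 further: potency means the concentration at half of the fitted maximal effect; 0% = no-compound wells and -100% = no-enzyme wells; nearly all actives have a fitted effect of over 25% in size; some results filed as inactive show a strong effect at the top dose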
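AmpC (5.3 nM in the dispensed reagent) in 20 mM phosphate pH 7.0 with 0.01% (detergent screen) or 0.0001% Triton X-100 was preincubated with compounds for 15 min at room temperature. Nitrocefin was then added from an 800 uM solution, and hydrolysis was followed at 480 nm.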
Shiga toxin inh = inhibitors of Shiga toxin in Vero cells. actives 9.2% (n = 290,000). inhibition, % at 38.7 µM. Vero cells, Shiga toxin protein synthesis inhibition reporter; in the data active means inhibition mostly above about 28%, no sharp cut-off; inactive means mostly below about 43%; further: 0% is about no effect
* marks the source's active call; other numbers are inactive results; u = inconclusive; x = no result given; & = joins results of further samples; [ ] = dose if it differs, or a comment. Unless noted, the call rests on the fitted dose curve; in most records, active means well fitted curve in the direction sought with a large enough effect; inconclusive means small, poorly fitted or top-dose-only effect, or another doubt; inactive means no such curve, though single readings can be large; an effect the other way counts as inactive or inconclusive.

SMILES	HCMV inh	AmpC inh no detg	Giardia FBPA inh	AMA1 RON2 block	Cycloheximide cs	AmpC inh detg	Shiga toxin inh
CC(OC(=O)CCCSc1nc2ccccc2s1)C(=O)NC(N)=O (stereo unspecified)	-1	1%[11.4 µM]	0%	4%	-6	u	-6
CCN(CC)c1ccc(/C=C2\C(=O)N(c3nnc(C)c(=O)[nH]3)N=C2C)cc1	-22	139%[activator]	u	14µM*	8	0%	23
COc1ccccc1/C=C1\C(=O)NC(=S)N(c2ccccc2)C1=O	42	-26%	3%	4%	3	-2%	9
COc1ccc(N2CC(C)Cn3c2nc2c3c(=O)n(CCc3ccccc3)c(=O)n2C)cc1 (stereo unspecified)	-4	0%	7%	-13%	-3	u	-6
COc1cc(C(=O)N/N=C/c2cn(Cc3cccc(F)c3)c3ccccc23)ccc1O	-30	-46%	9%	-13%	4	u	17
CC(C)(C)C1=CC(=O)C(N2CCOCC2)=CC1=O	63	-13%	1.8µM*	-25%	-3	-13%	27
Cc1ccc(S(=O)(=O)N(C)C)cc1NC(=O)COC(=O)c1n[nH]c(=O)c2ccccc12	-3	-38%	6%	1%	-3	-5%	-20
CCOc1ccc(C(=O)/C=C/Nc2ccc(S(=O)(=O)Nc3cc(C)nc(C)n3)cc2)cc1	18	59%	-6%	-17%	2	-6%	30
c1ccc(-c2cn(-c3ccccc3)c3[n+]2CCCS3)cc1	-33	-9%	2%	16%	-2	2%	12
CCOc1cc(NC(=S)NCCCN(C)C)c(OCC)cc1NC(=O)c1cccs1	-64*	-2%	2%	-4%	2	-12%	-12
COc1ccc(/C=N/N2CCOCC2)cc1COc1ccc(Cl)cc1	-4	96%[activator]	0%	-22%	4	u	0
CC(OC(=O)CN1C(=O)NC2(CCCC2)C1=O)c1ccc(F)cc1 (stereo unspecified)	-22	-18%	x	-1%	x	1%	x
Cc1ccc(N(Cc2cc(=O)[nH]c3ccccc23)C(=O)C(C)C)c(C)c1	24	28%	2%	0%	-6	5%	-7
Cn1nnnc1SC(C(=O)Nc1cccc(C(F)(F)F)c1)c1ccccc1 (stereo unspecified)	-30	-1%	8%	15%	3	u	-1
CC(C)(C)OC(=O)NCCCC[C@H](NC(=O)c1nc[nH]c1C(=O)NCc1ccc(CNC(=O)OC(C)(C)C)cc1)C(=O)OC(C)(C)C	-10	94%[activator]	6%	137%[activator]	2	-11%	-1
Cc1nn(-c2ccccc2)c2c1C(c1ccc(O)c(O)c1)N1C(=N2)C(Nc2ccccc2)=Nc2ccccc21 (stereo unspecified)	-1	-45%	-11%	-2%	-1	-1%	-9
COc1ccc(CNC(=O)/C=C/c2ccccc2[N+](=O)[O-])cc1	9	-16%	3%	-1%	10	2%	6
O=S(=O)(c1ccccc1)c1cc(O)ccc1O	-11	-17%	-5%	23%	-3	6%	-14
O=C(COC(=O)Cn1cnc2ccccc21)Nc1cccc([N+](=O)[O-])c1	-3	-16%	4%	3%	5	-23%	-5
CNc1ccccc1C(=O)OCC(C)=O	x	-7%	1%[12.9 µM]	11%	-3	u	-11

Four entries drawn at random from the list so far:
SMILES	HCMV inh	AmpC inh no detg	Giardia FBPA inh	AMA1 RON2 block	Cycloheximide cs	AmpC inh detg	Shiga toxin inh
COc1cc(C(=O)N/N=C/c2cn(Cc3cccc(F)c3)c3ccccc23)ccc1O	-30	-46%	9%	-13%	4	u	17
CC(C)(C)C1=CC(=O)C(N2CCOCC2)=CC1=O	63	-13%	1.8µM*	-25%	-3	-13%	27
Cc1nn(-c2ccccc2)c2c1C(c1ccc(O)c(O)c1)N1C(=N2)C(Nc2ccccc2)=Nc2ccccc21 (stereo unspecified)	-1	-45%	-11%	-2%	-1	-1%	-9
CC(OC(=O)CCCSc1nc2ccccc2s1)C(=O)NC(N)=O (stereo unspecified)	-1	1%[11.4 µM]	0%	4%	-6	u	-6

Next part
SMILES	HCMV inh	AmpC inh no detg	Giardia FBPA inh	AMA1 RON2 block	Cycloheximide cs	AmpC inh detg	Shiga toxin inh
COc1ccc(S(=O)(=O)N2CCN(C(=O)CCSc3ccccc3)CC2)cc1	29	62%[activator]	x	-2%	x	2%	x
COc1ccc(S(=O)(=O)N2CCCCC2)cc1NC(=O)CSc1ncccn1	1	-26%	x	0%	x	-10%	x
Cc1nc2ccccn2c1C(=O)NNS(=O)(=O)c1ccc(Cl)cc1	18	-26%	-19%	7%	5	3%	-1
Cc1nc(N)nc(SCc2ccc([N+](=O)[O-])cc2)c1N	u	-15%	-3%	-7%	-2	-3%	-5
O=C(NCCCc1ccccc1)C1CCN(S(=O)(=O)c2ccc(F)cc2)CC1	-12	36%	x	-2%	-1	2%	-3
CCC(C)C(=O)Nc1ccc(S(=O)(=O)Nc2nccs2)cc1 (stereo unspecified)	12	-21%	-8%	1%	-3	1%	0
O=C(CCS(=O)(=O)c1ccc(Cl)cc1)Nc1ccccc1Br	-98*	-21%	-4%	1%	0	-8%	3
CNc1ccn(C2CCCO2)c(=O)n1 (stereo unspecified)	38	-5%	-2%	3%	-10	-1%	-5
COc1ccc(/C=N/NC(=O)c2cc(-c3ccc(C)cc3C)nc3ccccc23)cc1COC(C)=O	23	26%	1%	-7%	13	11%	-8
C=CCC[C@@H](Cc1ccc(F)cc1)C(=O)OCCNC(=O)[C@@H](CC=C)CC(=O)N[C@H](CO)Cc1ccccc1	-5	200%[activator]	x	6%	x	x	x
O=C(CSc1cccc[n+]1[O-])NC1CCCCC1	0	-18%	x	8%	x	x	x
CCOC(=O)c1c(C)c(C(=O)N2CCCCCC2)c(C)n1CC	2	44%	8%	-3%	-2	-14%	-3
O=C(/C=C/c1ccc(/C=C/C(=O)Nc2ccc(C3=NCCN3)cc2)cc1)Nc1ccc(C2=NCCN2)cc1	x	x	-5%	x	-5	x	-8
Cc1sc2ncn(CC(=O)NCCCC(=O)N3CCC(C(N)=O)CC3)c(=O)c2c1C	24	11%	-1%	24%	-5	-2%	-7
O=C1C2=C(c3ccccc31)[N+](=O)C1CCCCC1N2[O-] (stereo unspecified)	21	-10%	-27%	-1%	2	-12%	15
O=c1[nH]c(=O)n(-c2cccc3ccccc23)c(O)c1/C=N/N1CCCCCC1	35	-18%	3%	3%	-2	-4%	-3
N/C(=N\OC(=O)CCn1cccc(C(F)(F)F)c1=O)c1ccc(OC(F)(F)F)cc1	-2	-8%	4%	67%[activator]	1	-5%	10
COc1ccc(NC(=O)Cn2nnc(C(=O)NCCc3ccc(OC)c(OC)c3)c2N)cc1	14	8%	6%	0%	1	2%	0
O=C(O)CC(SCC(=O)Nc1ccc(Br)cc1)C(=O)O (stereo unspecified)	-19	9%	23%	-1%	6	-15%	21
CC1(C)C2CCC1(C)C(OC(=O)CCn1ccnc1)C2 (stereo unspecified)	33	-2%	4%	-6%	-5	4%	-10
CCCN(CCO)Cc1ccc(F)c(Br)c1	u	-5%	u	-5%	3	3%	-8
Cc1cc(/C=C2/C(=O)NN(c3ccccc3)C2=O)c(C)n1-c1ccc(O)cc1	-86*	u	-1%	-29%	18	-8%	13
O=C(CCCn1cnc([N+](=O)[O-])n1)Nc1ccc(F)c(Cl)c1	-19	-13%	-2%	-3%	7	-7%	92
Cc1cc(Cl)c(S(=O)(=O)NC(C)C)cc1OCC(N)=O	-24	-17%	-1%	8%[2.32 µM]	1	u	2
COc1cc2c(cc1OC)C(C)N(Cc1ccc3c(c1)OCO3)CC2 (stereo unspecified)	-11	-27%	u	-26%	1	5%	1
Cc1ccc(NC(=O)Cc2ccccc2)c(C)c1	x	-3%	1%	x	17	1%	17
CC(C)n1c(=S)[nH]c2cc(Cl)ccc21	-72*	-27%	-15%	68%[activator]	1	3%	-3
CC(C)C(C(=O)NCC1CCCO1)N(C(=O)CNS(=O)(=O)c1ccccc1)C1CCCCC1 (stereo unspecified)	-9	51%	-3%	13%	-3	0%	-3
CCN(CC(=O)Nc1c(F)cccc1F)C(=O)c1cccc(S(=O)(=O)N(C)c2ccccc2)c1	-17	-18%	x	6%	x	u	x
N#CCSc1ccsc1C(=O)Nc1ccc(F)cc1	13	-36%	-15%	29%	22*	-8%	32
O=C(N/N=C\c1ccncc1)c1ccccc1O	-29	-28%	-4%	-18%	22	5%	20
CC(C)CCNC(=O)NC(=O)COC(=O)CCN=C1NS(=O)(=O)c2ccccc21	38	-24%	1%	0%	-2	-5%	1
CC(=O)NNc1cc(C)nc(N)n1	6	-11%	3%	37%[activator]	2	-5%	-13
Cc1cc(S(=O)(=O)N2CCCC(C)C2)ccc1-n1cnnn1 (stereo unspecified)	1	-2%	-1%	6%	-4	-6%	-5
COc1cccc(N(CC(=O)NCC2CCCO2)C(=O)CNS(=O)(=O)c2ccccc2)c1 (stereo unspecified)	-1	39%	4%	10%	-1	7%	-15
COc1cccc(OCC(=O)N2CCCc3ccccc32)c1	-19	-13%	6%	2%	37*	2%	26
CCc1ccc(NC(=O)CSc2nc(O)cc(=O)n2C2CCCC2)cc1	-28	-34%	1%	-19%	-4	9%	-11
c1ccn2cc(-c3ccc4c(c3)OCO4)cc2c1	0	-15%	-29%	-7%	8	6%	48
COc1ccc(OCCn2cc(/C(N)=N/O)c3ccccc32)cc1	-21	6%	-10%	-11%	-1	0%	40
Cc1cc(Cl)ccc1NC(=O)CN1C(=O)C(=O)N(C2CCCC2)C1=O	1	-22%	x	8%	x	-5%	x
CC1CCCCN1S(=O)(=O)c1csc(C(N)=O)c1 (stereo unspecified)	3	-9%	x	2%	-3	4%	-9
O=C(CCC(=O)Nc1nnc(C2CCCCC2)s1)NCc1ccccc1	13	-3%	4%	2%	-2	-8%	27
COc1ccc(N=Cc2cc3c(cc2O)OC(N)=C(C#N)C3c2ccccc2)cc1 (stereo unspecified)	-8	-32%	u	29%	11*	-16%	-10
COC(=O)C1=C(c2ccccc2OCc2ccccc2)C[C@@H]2CC[C@H]1N2C(=O)NCc1ccc(Br)cc1	-4	-17%	x	-2%	x	7%	x
CC(/C=N\NC(=O)CN1CCN(Cc2ccccc2)CC1)=C\c1ccco1	-7	-19%	u	2%	-1	-3%	1
CCOC(=O)CSc1n[nH]c(NC(C)=O)n1	-8	-11%	2%	13%	2	-4%	-2
NNCc1ccccc1	-11&104	x	-21%	32µM*	x	x	x
COC(CNC(=O)c1cccc(-n2c(=S)[nH]c3cc(Cl)ccc3c2=O)c1)OC	27	-6%	-11%	57%[activator]	-4	-4%	14
COc1ccc(/C=N/NC(=O)CCSc2nc3ccccc3s2)cc1	-38	-10%	2%	29%	1	-4%	-14
CC1(C)OC2OC(C(=O)N/N=C/c3cc(Br)ccc3O)C3OC(C)(C)OC3C2O1 (stereo unspecified)	3	-8%	-27%	40%[activator]	-2	-7%	-7
CCOC(=O)c1c(C)n(C)c2cc(CN(C)C)c(O)c(S(=O)(=O)c3ccccc3)c12	-69*	-13%	1%	-7%	23*	-9%	36

High-throughput results as filed in PubChem.
